# Screening data (PubChem BioAssay)
# All columns: NCI-60 one-dose screen, growth in % after 48 h at 10 µM unless noted; 100 = growth as untreated, 0 = no growth, -100 = all killed.
# OVCAR-4 – OVCAR-4 ovarian cancer cells. 80,000 compounds, 3.7% hits. AID 1794784
# SN12C – SN12C renal cancer cells; 81,000 compounds, 3.8% hits
# IGROV1 – IGROV1 ovarian cancer. 79,000 compounds, 4.7% hits
# NCI-H226 – NCI-H226 lung cancer; AID 1794732; 79,000 compounds, 3.5% hits
# OVCAR-3 – OVCAR-3 ovarian cancer. 79,000 compounds, 7% hits
# NCI-H23 – NCI-H23 lung cancer. 80,000 compounds, 4% hits. AID 1794731
# SK-OV-3 – SK-OV-3 ovarian cancer cells. 80,000 compounds, 3.2% hits. AID 1794785
# NCI/ADR-RES – NCI/ADR-RES ovarian cells; 81,000 compounds, 4.4% hits
# OVCAR-5 – OVCAR-5 ovarian cancer. 82,000 compounds, 2.9% hits. AID 1794783
# An asterisk follows results filed as active; / = not tested or not shown; & = joins results of further samples. The calls were made as follows: active = growth percent below 10; inactive = the rest.
SMILES,OVCAR-4,SN12C,IGROV1,NCI-H226,OVCAR-3,NCI-H23,SK-OV-3,NCI/ADR-RES,OVCAR-5
CC(=O)CC(C)(C)c1ccc(Cl)cc1,94,98,96,99,97,96,107,96,96
CCc1ccc(Nc2ncnc3sc4c(c23)CCN(Cc2ccccc2)C4)cc1,81,84,70,47,/,93,92,100,100
O=C(O)C(Cc1ccccc1)C(=O)O,96,103,113,96,110,95,103,106,111
O=C(O)c1ccc([N+](=O)[O-])cc1Sc1ccsc1,97,101,110,/,103,103,103,93,94
C=C(C)COc1ccc2c(c1)OCO2,113,100,108,103,104,94,88,103,92
Cc1cc(C)c(Nc2n[nH]c(=S)s2)cc1C,107&93,98&100,109&114,/,105&113,97&96,108&103,102&103,111&121
O=C(/C(=N/O)c1ccccc1)c1ccccc1,102,95,/,91,116,105,106,113,111
CC(=O)Oc1cc(C)c(Cl)c2c(OC(C)=O)cc(C(C)=O)c(O)c12,80,97,112,/,105,102,115,100,106
COc1ccc(/C=C/C(=O)c2ccc(B(O)O)cc2)cc1O,114,87,56,93,58,88,83,92,88
O=[N+]([O-])c1ccc(NC(=S)NNC(=S)Nc2ccc(F)cc2)cc1,96,91,84,94,/,90,116,84,90
O=C(CN1CCN(c2cc3c(cc2F)c(=O)c(C(=O)N/N=C/c2ccccc2)cn3C2CC2)CC1)N/N=C\c1ccccc1,90,66,54,81,77,94,124,77,99
O=C(O)c1ccc2c3c(ccc(C(=O)O)c13)CC2,103,102,106,93,120,/,105,114,101
C=C(C)[C@H]1C[C@@]2(OC)O[C@@]3(C=C2C(=O)OC)[C@H]2[C@@H]4[C@H](C[C@@]2(C)O)OC(=O)[C@@]43CC1=O,102,100,94,97,102,98,105,102,102
Cc1cc(=O)n2c(C(=O)N/N=C/c3ccc(N4CCN(C)CC4)cc3)nn(-c3ccc(S(N)(=O)=O)cc3)c2n1,96,100,97,90,100,92,100,97,108
COc1cc(/C=N/NC(=O)Cn2nnc3ccccc32)cc(OC)c1OC,114,98,108,102,92,98,96,102,112
COc1ccc2c(c1)N(CCO)C1=C(C(=O)OC1)C2c1ccccc1 (stereo not given),70,48,43,36,-40*,35,20,-2.8*,66
COC(=O)Cc1cc(O)cc2oc(-c3cc(OC)ccc3OC)cc(=O)c12,89,97,100,92,100,86,96,85,93
CCOC(=O)C(CC)(C(=O)OC)c1ccccc1 (stereo not given),110,98,101,99,109,100,107,102,115
COC(=O)C12[C@H]3C(=O)N(c4ccc(OC)cc4)C(=O)[C@H]3[C@@H](c3ccc(C)s3)N1[C@H](c1ccc(C)s1)[C@@H]1C(=O)N(c3ccc(OC)cc3)C(=O)[C@@H]12,94,84,107,80,99,101,74,99,98
CCCCC(CC)CCC(C)OC(=O)CCC1CCCCC1 (stereo not given),112,108,108,97,113,99,/,111,118
CC1(O)CCCCCC1,107,100,103,99,103,98,94,102,105
Fc1ccc(/C=C(/C2=NCCN2)n2cnc3ccccc32)cc1,97,100,104,82,/,101,93,102,101
NNC(=O)c1cc2c([nH]c3ccccc32)c(-c2cccc(O)c2)n1,98,92,79,98,98,91,88,101,90
CCOc1ccc(N=c2ccc3c(-c4c(Cl)ccc(Cl)c4C(=O)O)c4ccc(Nc5ccc(OCC)cc5S(=O)(=O)O)cc4oc-3c2)cc1,114,103,110,108,116,112,110,105,105
CCNc1nnc(CSc2nc3ccccc3c(=O)n2CCc2ccccn2)s1,88,91,114,99,98,95,115,93,103
N=C1N=C(SCc2nc3ccccc3[nH]2)NC(=O)/C1=C/c1ccc(Cl)cc1,96,99,110,95,114,99,111,100,113
O=C(NCCc1ccccn1)OCc1ccc2c(Cl)cc(Cl)c(O)c2n1,66,59,63,91,60,84,99,16,121
O=C(/C=C(O)/C=C/c1ccc(OC(F)(F)F)cc1)/C=C/c1ccc(OC(F)(F)F)cc1,98,93,92,105,104,97,117,102,99
COc1ccc(-c2cc(C(=O)N3N=C(c4ccc(N)cc4)CC3c3ccc(OC)cc3)c3cc(OC)ccc3n2)cc1 (stereo not given),72,62,51,95,22,49,78,-8.8*,103
Nc1nc(NCc2ccccc2)nn1S(=O)(=O)c1ccc(F)cc1Cl,107,101,105,96,111,106,109,113,100
CCN1C(=O)N(CC)C2Nn3c(s/c(=C\c4ccc(C(F)(F)F)cc4)c3=O)=NC21 (stereo not given),98,101,100,95,109,99,110,99,102
Cc1ccc(C(c2c(O)c3ccccc3[nH]c2=O)c2c(O)c3ccccc3[nH]c2=O)cc1,94,99,99,84,102,101,96,101,111
COc1ccc(-c2[nH]ncc2-c2cc(OC)c(OC)c(OC)c2)cc1,27,21,29,59,-18*,25,-0.2*,14,21
Cc1[nH]c(-c2nc3ccccc3[nH]2)c(C)c1C(=O)N1CCOCC1,100,87,99,91,103,88,/,101,98
O=C1NNC(=O)C2C3C=CC(O3)C12 (stereo not given),109,96,130,102,115,96,108,103,104
Cc1ccc(NC(=O)Nc2nccnc2OCc2ccc(F)cc2)cc1,111,96,79,97,111,88,96,97,110
O=S(=O)(NCCCNc1nccc(-c2c(-c3ccc(F)cc3)nc3sccn23)n1)c1ccc(O)cc1,97,65,59,91,82,89,73,98,102
Fc1ccccc1-c1nc(-c2nc3cc(Cl)c(Cl)cc3[nH]2)c2ccccn12,1.6*,71,22,79,70,69,84,76,/
O=C(O)CCCCCCCCCCC1CCC(O)C1O (stereo not given),111,95,119,106,125,106,102,107,102
CCOC(=O)c1cc(-c2ccc(Br)cc2)nc2ccccc12,98,93,82,96,103,92,111,94,93
Cc1nc2cc(O)c(O)cc2cc1Oc1ccc(NC(=O)c2ccc(N3CCOCC3)c(C(F)(F)F)c2)cc1,101,98,110,96,101,89,93,89,106
O=C(NO)c1cc(=O)[nH]o1,101,98,106,97,105,101,109,109,103
O=C(/C=N/Nc1ccccc1)c1ccccc1,91,100,72,98,101,91,102,103,114
O=C(Nc1ccc(Cl)c(Cl)c1)OCn1ncc2ccc([N+](=O)[O-])cc21,94,95,75,81,85,/,86,84,78
CC1=NOC(=O)/C1=C\c1ccc(N(C)C)cc1,106,103,111,98,108,95,101,101,97
CC1(C)OC(=O)CC1CCCC(=O)O (stereo not given),/,107,107,102,113,115,102,107,120
C/C=C/C1C(/C=N/N(C)C)C(C#N)(C#N)C1(C#N)C#N (stereo not given),85,95,107,100,91,101,105,105,119
CCC(=O)OCC(=O)[C@@]1(OC(=O)CC)[C@@H](C)CC2C3CCC4=CC(=O)C=C[C@]4(C)C3(F)[C@@H](O)C[C@@]21C (stereo not given in full),100,52,99,82,97,98,59,81,/
CCN(CC)CCOC(=O)c1cc(OC)c(OC)c(OC)c1,101,99,106,95,111,101,97,100,101
S=c1[nH]c2ccccc2c2ccccc12,95,96,94,/,125,93,94,93,91
CCOC(=O)OC(C)OC1=C(C(=O)Nc2ccccn2)N(C)S(=O)(=O)c2ccccc21 (stereo not given),92,109,111,92,105,102,108,92,107
O=C(NCC1CC1)NC(=O)c1ccccc1F,103,101,114,98,109,105,111,112,105
O=S(=O)(NS(=O)(=O)c1ccc(Cl)cc1)c1ccc(Cl)cc1,119,105,115,100,120,115,106,112,99
C1=CC2(C=C1)OC21CCC2(C=CC3(C2)OC3C2CCCCC2)CC1 (stereo not given),103,105,107,/,110,116,109,98,104
Cc1ccc(NCCN(C)CC(C)O)c2c(=O)c3ccc(Cl)cc3sc12 (stereo not given),68,50,40,85,73,66,92,58,78
O=C(NN1C(=O)/C(=C/C=C/c2ccc([N+](=O)[O-])o2)SC1=S)c1ccc(Cl)cc1,-99*,-99*,-93*,-97*,-98*,-87*,-100*,-43*,-98*
S=C(S)OCCOC(=S)S,120,110,121,106,134,107,109,110,115
O=C(NCCNc1nccc(-c2c(-c3cccc(F)c3)nc3sccn23)n1)c1ccc(Cl)cc1,78,52,22,51,76,74,81,74,88
CCOC(=O)c1cnc2c(-c3cccc(Br)c3)cnn2c1,89,96,61,78,101,86,94,90,94
O=C(Nc1ccc(NCCN2CCOCC2)nc1)c1ccncc1,113,105,114,93,110,110,110,116,105

# New compounds follow:
SMILES,OVCAR-4,SN12C,IGROV1,NCI-H226,OVCAR-3,NCI-H23,SK-OV-3,NCI/ADR-RES,OVCAR-5
N#Cc1c(NC(=O)c2ccccc2)sc2c1CCC(=O)C2,-65*,12,27,15,-4.4*,5.0*,65,5.6*,22
CN(C)S(=O)(=O)N(C)C,103,100,102,90,104,98,102,98,103
C=C/C=C\C(=O)O,114,105,/,112,101,101,102,100,103
COCO[C@@H]1C[C@]23CC[C@@H]4[C@](C)(COC(=O)Nc5ccccc5)CCC[C@@]4(C)[C@@H]2CC[C@@]1(C)C3,83,96,104,91,84,84,94,93,130
CCOC(=O)c1cc(C(=O)c2cc(OC)cc(OC)c2)n2ccc(/C=C/c3ccn4c(C(=O)c5cc(OC)cc(OC)c5)cc(C(=O)OCC)c4c3)cc12,102,94,101,103,102,98,99,102,96
Cc1ccc(N)c(S(=O)(=O)O)c1,84,100,206,103,106,99,103,94,89
COc1cc(CC(CC(=O)O)C(=O)O)cc(OC)c1OC (stereo not given),/,91,97,95,106,109,96,107,91
O=C1Nc2ccccc2/C1=C/c1ccc(CO)n1Cc1ccccc1,94,96,72,91,98,100,100,94,99
Clc1nc(Cl)c2[nH]cc(Cl)c2n1,110,102,103,95,118,105,97,103,102
Fc1ccc(-c2ccc3c(NCc4ccccn4)nc(N4CCOCC4)nc3c2)cc1,104,105,107,111,99,97,102,92,106
O=C(Nc1cccc2[nH]c(C(F)(F)F)nc12)c1ccc2c(c1)OCO2,99,98,111,97,105,95,99,98,99
NS(=O)(=O)c1ccc(NC(=O)N2CCN(C(=O)Cc3ccc(Cl)cc3Cl)CC2)cc1,106,97,106,91,105,96,97,103,103
CC(C#N)N(C(C)C#N)N(C)C (stereo not given),122,107,109,110,107,105,106,105,101
CC[Si](CC)(CC)OC1[C@@H](O[Si](CC)(CC)CC)[C@@H](CNC(=O)NC)O[C@H]1n1cnc2c(NC(=O)Nc3ccccc3)ncnc21 (stereo not given in full),94,94,74,/,67,52,98,92,94
CC(=O)OCC1CCCN1C(C)=O (stereo not given),114,101,119,110,95,107,102,108,122
O=S(=O)(O)c1cc(S(=O)(=O)O)c2cc(O)ccc2c1,102,95,122,113,118,106,107,111,102
O=c1oc2cc(OS(=O)(=O)c3ccc(C(F)(F)F)cc3)ccc2c2c1CCCCC2,63,74,98,71,90,81,95,70,93
O=C(O)Cc1c[nH]c2ccccc12,108,101,103,91,102,87,95,100,106
COC1=CC(c2ccc[nH]2)=N/C1=C\c1[nH]c(C)c(CC(=O)OCc2ccccc2)c1CCC(=O)OCc1ccccc1,14,-16*,13,-13*,-87*,-13*,-14*,-26*,-17*
NC(=S)Nc1ccc(O)cc1,115,104,110,112,106,97,110,103,110
O=CN/N=C/c1cc(Cl)cc(Cl)c1O,82,91,71,104,61,92,86,96,100
O/N=C(\c1ccccc1)C(O)c1ccccc1 (stereo not given),96,102,/,92,110,105,103,108,100
COc1ccccc1NC(=O)C(N=Nc1ccc(S(=O)(=O)Nc2nccs2)cc1)C(C)=O (stereo not given),101,104,93,99,119,100,100,106,110
C(=N\Nc1ncc(-c2cc3cc4c(cc3o2)OCO4)s1)/c1cccnc1,73,100,99,95,111,89,/,83,111

# By substructure: those above with fluorine.
SMILES,OVCAR-4,SN12C,IGROV1,NCI-H226,OVCAR-3,NCI-H23,SK-OV-3,NCI/ADR-RES,OVCAR-5
O=[N+]([O-])c1ccc(NC(=S)NNC(=S)Nc2ccc(F)cc2)cc1,96,91,84,94,/,90,116,84,90
O=C(CN1CCN(c2cc3c(cc2F)c(=O)c(C(=O)N/N=C/c2ccccc2)cn3C2CC2)CC1)N/N=C\c1ccccc1,90,66,54,81,77,94,124,77,99
Fc1ccc(/C=C(/C2=NCCN2)n2cnc3ccccc32)cc1,97,100,104,82,/,101,93,102,101
O=C(/C=C(O)/C=C/c1ccc(OC(F)(F)F)cc1)/C=C/c1ccc(OC(F)(F)F)cc1,98,93,92,105,104,97,117,102,99
Nc1nc(NCc2ccccc2)nn1S(=O)(=O)c1ccc(F)cc1Cl,107,101,105,96,111,106,109,113,100
CCN1C(=O)N(CC)C2Nn3c(s/c(=C\c4ccc(C(F)(F)F)cc4)c3=O)=NC21 (stereo not given),98,101,100,95,109,99,110,99,102
Cc1ccc(NC(=O)Nc2nccnc2OCc2ccc(F)cc2)cc1,111,96,79,97,111,88,96,97,110
O=S(=O)(NCCCNc1nccc(-c2c(-c3ccc(F)cc3)nc3sccn23)n1)c1ccc(O)cc1,97,65,59,91,82,89,73,98,102
Fc1ccccc1-c1nc(-c2nc3cc(Cl)c(Cl)cc3[nH]2)c2ccccn12,1.6*,71,22,79,70,69,84,76,/
Cc1nc2cc(O)c(O)cc2cc1Oc1ccc(NC(=O)c2ccc(N3CCOCC3)c(C(F)(F)F)c2)cc1,101,98,110,96,101,89,93,89,106
CCC(=O)OCC(=O)[C@@]1(OC(=O)CC)[C@@H](C)CC2C3CCC4=CC(=O)C=C[C@]4(C)C3(F)[C@@H](O)C[C@@]21C (stereo not given in full),100,52,99,82,97,98,59,81,/
O=C(NCC1CC1)NC(=O)c1ccccc1F,103,101,114,98,109,105,111,112,105
O=C(NCCNc1nccc(-c2c(-c3cccc(F)c3)nc3sccn23)n1)c1ccc(Cl)cc1,78,52,22,51,76,74,81,74,88
Fc1ccc(-c2ccc3c(NCc4ccccn4)nc(N4CCOCC4)nc3c2)cc1,104,105,107,111,99,97,102,92,106
O=C(Nc1cccc2[nH]c(C(F)(F)F)nc12)c1ccc2c(c1)OCO2,99,98,111,97,105,95,99,98,99
O=c1oc2cc(OS(=O)(=O)c3ccc(C(F)(F)F)cc3)ccc2c2c1CCCCC2,63,74,98,71,90,81,95,70,93
